Mtb RmlCD inh – M. tuberculosis RmlC/RmlD coupled enzyme inhibitors, primary screen, biochemical, compound mixtures, 384-well, from 1536-well plates; RmlC+RmlD coupled enzyme assay, percent inhibition; primary screen in compound mixtures; inhibition, % at 3.6 µM; 160,000 compounds, 0.03% hits; AID 1533, 2009; in the data active = inhibition mostly above about 34%, no sharp cut-off; inconclusive = no clear call, values can overlap the other calls; inactive = mostly below about 22%; note: some results filed as inactive read as strong as hits
Target sequence (P9WH09 whole entry, looked up): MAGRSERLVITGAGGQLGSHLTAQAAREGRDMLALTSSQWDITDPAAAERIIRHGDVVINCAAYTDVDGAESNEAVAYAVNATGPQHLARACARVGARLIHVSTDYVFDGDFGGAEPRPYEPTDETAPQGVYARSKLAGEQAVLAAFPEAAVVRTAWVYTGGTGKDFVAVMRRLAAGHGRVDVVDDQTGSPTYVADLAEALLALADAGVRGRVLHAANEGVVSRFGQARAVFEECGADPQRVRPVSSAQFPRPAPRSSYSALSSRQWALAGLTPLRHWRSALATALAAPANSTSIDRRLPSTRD
Target sequence (P9WH11 whole entry, looked up): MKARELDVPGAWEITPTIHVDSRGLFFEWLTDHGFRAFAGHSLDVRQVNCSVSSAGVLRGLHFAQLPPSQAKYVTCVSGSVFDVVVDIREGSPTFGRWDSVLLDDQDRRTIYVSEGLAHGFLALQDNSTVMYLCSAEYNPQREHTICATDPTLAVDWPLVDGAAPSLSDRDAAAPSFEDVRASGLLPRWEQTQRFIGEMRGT
M. tuberculosis GlmU – inhibition of mycobacterial GlmU enzyme – biochemical, glucosamine-1-phosphate acetyltransferase (AID 1376). Bifunctional protein GlmU (Mycobacterium tuberculosis (strain ATCC 25618 / H37Rv)). M. tuberculosis GlmU acetyltransferase enzyme assay; higher % means a stronger effect. one-dose inhibition, %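 (tested at 30 µM in the primary screen)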; IC50 in µM for titrated hits. 220,000 compounds, 0.25% hits; in the data active = inhibition above about 13%; inconclusive = no clear call, values can overlap the other calls;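 note: 0% = complete reaction with vehicle and 100% = reaction without substrate; strong numbers were not always called active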
* hit, by the source's call.

Screening O=C(NCCc1c[nH]c2ccccc12)C(=O)NCC1OCCCN1S(=O)(=O)c1ccccc1 (centres undefined) returned Mtb RmlCD inh -6.9 and M. tuberculosis GlmU -3.1%.
For CC(C)(C)c1ccc(C(=O)NNC(=O)c2cccc(Br)c2)cc1 the results were Mtb RmlCD inh 10.9 and M. tuberculosis GlmU 1.2%.
Screening CCN(CC)S(=O)(=O)c1ccc(N2CCOCC2)c(NC(=O)Cc2ccccc2)c1 returned Mtb RmlCD inh 5.8 and M. tuberculosis GlmU -0.9%.
Screening O=C(O)CSc1nnc(-c2ccccc2)c(-c2ccccc2)n1 returned Mtb RmlCD inh 109.8 and M. tuberculosis GlmU 7.4%.
CC1(C)NC(=O)N(CC(O)CN(Cc2ccccc2)Cc2ccccc2)C1=O (centres undefined) was read as M. tuberculosis GlmU -4.6%.
`Cc1ccccc1Cn1cc(NC(=O)c2nc3ncccn3n2)cn1` gave M. tuberculosis GlmU 2.4%.
`O=S(=O)(c1ccc(F)c(F)c1)N1CCN(Cc2ccc3c(c2)OCO3)CC1` gave Mtb RmlCD inh 11.6 and M. tuberculosis GlmU 4.8%.
For O=C1c2ccc([N+](=O)[O-])cc2C(=O)N1c1ccc(Cl)cn1 the results were Mtb RmlCD inh 2.7 and M. tuberculosis GlmU 2.6%.
Cc1n[nH]c(C)c1S(=O)(=O)N1CCCC(C(=O)NCc2ccc(F)cc2)C1 (centres undefined) was read as M. tuberculosis GlmU -6.8%.
For CC(C)C(=O)Nc1cccc(NC(=S)NC(=O)c2ccc([N+](=O)[O-])cc2)c1 the results were M. tuberculosis GlmU -3.7%.
For O=C(c1ccccc1)c1cc(Cl)ccc1N1C(=O)C=CC1=O the results were Mtb RmlCD inh 5.0 and M. tuberculosis GlmU 3.4%.
CCOc1cc(CNC2CCCC2)c(Cl)cc1OCC(=O)Nc1ccccc1 was read as Mtb RmlCD inh 8.6 and M. tuberculosis GlmU -1.4%.
`O=S(=O)(c1ccc(Cl)s1)N1CCN(Cc2ccccc2)CC1` gave Mtb RmlCD inh -8.6 and M. tuberculosis GlmU 1.0%.
For Cc1ccc(/C=C2\CCC3=C2OC(N)=C(C#N)C3c2ccc(C)cc2)cc1 (centres undefined) the results were Mtb RmlCD inh -7.6 and M. tuberculosis GlmU -3.1%.
For CN(C)c1ccc(S(=O)(=O)N(C)C)cc1[N+](=O)[O-] the results were Mtb RmlCD inh -9.9 and M. tuberculosis GlmU -2.4%.
`CC(C)[C@H](Nc1ncnc2c1oc1ccccc12)C(=O)O` gave Mtb RmlCD inh -9.1 and M. tuberculosis GlmU 6.5%.
Screening Cc1nn(C)c(Oc2cccc(Cl)c2)c1C=O returned Mtb RmlCD inh -6.0 and M. tuberculosis GlmU 1.4%.
Screening c1ccc(-n2cccc2CNC2CCCCC2)cc1 returned Mtb RmlCD inh 10.1 and M. tuberculosis GlmU -1.6%.
For O=C(O)c1ccc(N=NNc2cccc([N+](=O)[O-])c2)cc1 the results were Mtb RmlCD inh -2.5 and M. tuberculosis GlmU 8.4%.
For CN(Cc1ccccc1)C(=O)Cn1c(=O)oc2cc(S(=O)(=O)NCc3ccccc3)ccc21 the results were Mtb RmlCD inh 13.1 and M. tuberculosis GlmU 1.7%.
For O=C(NCC1CCCO1)c1cnn2c1NC(c1ccccc1)CC2C(F)(F)F (centres undefined) the results were Mtb RmlCD inh inconclusive and M. tuberculosis GlmU 3.6%.
Screening C=CCc1c(C)nc(C)nc1N/N=C/c1ccccc1O returned Mtb RmlCD inh 16.7 and M. tuberculosis GlmU 1.0%.
Screening O=S1(=O)N=C(N/N=C/C=C/c2ccccc2)c2ccccc21 returned M. tuberculosis GlmU 0.9%.
For COc1ccc(CCC(=O)N(C)CC(=O)Nc2ccc(N3CCOCC3)cc2)cc1 the results were Mtb RmlCD inh 5.8 and M. tuberculosis GlmU 1.0%.
C=C(C)CNC(=S)Nc1cccc(S(=O)(=O)NC2=NCCC2)c1 was read as Mtb RmlCD inh -12.3 and M. tuberculosis GlmU 1.9%.
Screening Cc1cccc(-c2nnc(SCC#N)n2-c2ccccc2)c1 returned Mtb RmlCD inh 5.8 and M. tuberculosis GlmU -2.0%.
`CCN(CC)C(=O)Cn1cc(S(=O)(=O)CC(=O)NCCc2ccc(OC)c(OC)c2)c2ccccc21` gave Mtb RmlCD inh 3.8 and M. tuberculosis GlmU 5.0%.
CC(=O)Oc1c(C)c(=O)n(C)c2ccccc12 was read as Mtb RmlCD inh 0.3 and M. tuberculosis GlmU -5.3%.
`COC(=O)Cn1c2ccc(C)cc2c2nc(C)sc21` gave Mtb RmlCD inh -2.1 and M. tuberculosis GlmU -1.4%.
For COc1cc(=O)n2c(n1)SCCC2 the results were M. tuberculosis GlmU 3.0%.
`O=C(CSc1nnc(-c2ccco2)n1Cc1ccccc1)OC1CCCCC1` gave Mtb RmlCD inh 9.9 and M. tuberculosis GlmU 3.1%.
For COc1ccc(CCCc2nnc(SCc3nc4ccccc4c(=O)[nH]3)n2C)cc1C the results were Mtb RmlCD inh -3.8 and M. tuberculosis GlmU -3.2%.
Screening CCn1c(=O)n(CC)c2cc(S(=O)(=O)N3CCc4ccccc43)ccc21 returned Mtb RmlCD inh 12.2 and M. tuberculosis GlmU -0.1%.
For COC(=O)Cc1ccc(NC(=S)NCCCN2CCOCC2)cc1 the results were M. tuberculosis GlmU -4.9%.
Screening COc1nc(N/N=C/c2cc3c(cc2Br)OCO3)nc(N2CCOCC2)n1 returned Mtb RmlCD inh 9.3 and M. tuberculosis GlmU 1.2%.
`CC(C)NC(=O)CSc1nc2ccccc2n1-c1ccccc1` gave Mtb RmlCD inh -5.1 and M. tuberculosis GlmU 2.8%.
`O=C(NCCN1CCCC1)C1CCN(S(=O)(=O)N2CCC3(CC2)OCCO3)CC1` gave Mtb RmlCD inh -13.2 and M. tuberculosis GlmU 1.9%.
Screening Cc1cccc(C(=O)O/N=C(\N)c2ccc(Br)cc2)c1 returned M. tuberculosis GlmU 1.7%.
Screening COc1ccc(-c2cc(C(F)F)n3ncc(C(=O)N4CCCCC4)c3n2)cc1 returned Mtb RmlCD inh -2.1 and M. tuberculosis GlmU -1.9%.
`COc1cc(NC(=O)COC(=O)c2ccc(C)c(S(=O)(=O)N3CCCCC3)c2)c(C)cc1[N+](=O)[O-]` gave M. tuberculosis GlmU -5.2%.

Four entries drawn at random from the list so far, as already listed:
`O=C(CSc1nnc(-c2ccco2)n1Cc1ccccc1)OC1CCCCC1` gave Mtb RmlCD inh 9.9 and M. tuberculosis GlmU 3.1%.
`CC(C)NC(=O)CSc1nc2ccccc2n1-c1ccccc1` gave Mtb RmlCD inh -5.1 and M. tuberculosis GlmU 2.8%.
Screening COc1ccc(-c2cc(C(F)F)n3ncc(C(=O)N4CCCCC4)c3n2)cc1 returned Mtb RmlCD inh -2.1 and M. tuberculosis GlmU -1.9%.
Screening COc1nc(N/N=C/c2cc3c(cc2Br)OCO3)nc(N2CCOCC2)n1 returned Mtb RmlCD inh 9.3 and M. tuberculosis GlmU 1.2%.

Following part:
`CC(Cc1cccs1)NC(=O)Nc1ccc(Cl)cc1` (centres undefined) gave Mtb RmlCD inh -4.9.
Screening O=c1c([N+](=O)[O-])c(N2CCCC2)c2ccccc2n1-c1ccccc1 returned Mtb RmlCD inh 15.1 and M. tuberculosis GlmU 0.8%.
Screening Cc1sc(NC(=O)c2ccccc2)c(C(=O)NCCN(C)C)c1C returned Mtb RmlCD inh -7.5 and M. tuberculosis GlmU -0.3%.
O=P(O)(O)c1ccccc1OCc1ccccc1 was read as Mtb RmlCD inh 6.4 and M. tuberculosis GlmU 8.4%.
`CC1(C)CC(=O)C(C=NCCN2CCN(C(=S)Nc3ccc(F)cc3)CC2)=C(O)C1` gave M. tuberculosis GlmU 0.2%.
For COc1ccc(S(=O)(=O)ON=C2CC(C)(C)N(C(C)=O)C(C)(C)C2)cc1 the results were Mtb RmlCD inh -12.8 and M. tuberculosis GlmU 1.9%.
Cc1cc(NC(=O)CSc2ncnc3sc(C)c(C)c23)no1 was read as Mtb RmlCD inh 4.6 and M. tuberculosis GlmU 6.8%.
`NC(=O)c1cc(N2CC2)c([N+](=O)[O-])cc1[N+](=O)[O-]` gave M. tuberculosis GlmU 5.4%.
Screening O=C(NCCC(=O)N1CCNC1=O)OCc1ccccc1 returned M. tuberculosis GlmU 0.5%.
`CC1CCCCN1C(=S)Nc1ccc2nc3n(c(=O)c2c1)CCCCC3` (centres undefined) gave Mtb RmlCD inh -12.7 and M. tuberculosis GlmU 4.0%.
CN1C(CC(=O)c2ccccc2)CCCC1CC(O)c1ccccc1 (centres undefined) was read as M. tuberculosis GlmU -1.1%.
CN1CCN(c2ccc(CNS(=O)(=O)Cc3cccc(C(F)(F)F)c3)cc2)CC1 was read as M. tuberculosis GlmU -7.3%.
For COc1ccc(C(C)=O)c(OC(=O)c2ccco2)c1 the results were Mtb RmlCD inh 3.6 and M. tuberculosis GlmU -6.0%.
For C/C(=N\NC(=O)CNc1cccc(Cl)c1C)c1cccs1 the results were Mtb RmlCD inh 5.0 and M. tuberculosis GlmU -5.5%.
Screening COc1ccc(/C=C/C(=O)NCCCc2ccccc2)cc1OC returned Mtb RmlCD inh 3.1 and M. tuberculosis GlmU 2.9%.
For COc1ccc(NC(=O)C2C(c3ccccc3)C2(Cl)Cl)cc1 (centres undefined) the results were Mtb RmlCD inh -13.7 and M. tuberculosis GlmU 7.1%.
Screening Cc1nc(CCN2C(=O)c3ccccc3C2=O)n[nH]1 returned M. tuberculosis GlmU 0.9%.
COc1ccc([N+](=O)[O-])cc1NC(=S)NC(C)=O was read as Mtb RmlCD inh -6.4 and M. tuberculosis GlmU -0.2%.
For Cc1ccc(/C=N/n2c(-c3cccnc3)n[nH]c2=S)o1 the results were Mtb RmlCD inh -17.7 and M. tuberculosis GlmU 9.2%.
For COc1cccc(C(c2nnnn2Cc2ccccc2)N2CCN(C(=O)c3ccco3)CC2)c1OC (centres undefined) the results were M. tuberculosis GlmU 4.6%.

An excerpt from above in order of number of heavy atoms, falling:
`O=S(=O)(c1ccc(F)c(F)c1)N1CCN(Cc2ccc3c(c2)OCO3)CC1` gave Mtb RmlCD inh 11.6 and M. tuberculosis GlmU 4.8%.
Screening O=C(NCCC(=O)N1CCNC1=O)OCc1ccccc1 returned M. tuberculosis GlmU 0.5%.
COc1ccc([N+](=O)[O-])cc1NC(=S)NC(C)=O was read as Mtb RmlCD inh -6.4 and M. tuberculosis GlmU -0.2%.
For COc1cc(=O)n2c(n1)SCCC2 the results were M. tuberculosis GlmU 3.0%.

Continued:
Cc1ccc(NC(=O)COc2cccnc2[N+](=O)[O-])cc1S(=O)(=O)N1CCCCC1 was read as Mtb RmlCD inh 12.7 and M. tuberculosis GlmU -1.4%.
For Cc1nn(-c2ccc(F)cc2)c(Cl)c1/C=C/C(=O)OCC(=O)Nc1ccc(F)cc1F the results were Mtb RmlCD inh 88.5 and M. tuberculosis GlmU 1.6%.
CC(=O)Cc1nsc(NC(=O)c2c(-c3ccccc3Cl)noc2C)n1 was read as Mtb RmlCD inh 6.2 and M. tuberculosis GlmU -4.2%.
O=C(c1cc(-c2ccccc2)nc2ccccc12)N1CCC2(CC1)OCCO2 was read as Mtb RmlCD inh -3.2 and M. tuberculosis GlmU -2.9%.
Screening Cc1ccccc1C(=O)c1ccc2c(c1)n(C)c(=O)n2C returned Mtb RmlCD inh -2.4 and M. tuberculosis GlmU -0.7%.
For CCSC(=Nc1ccccc1)Nc1ccccc1 the results were Mtb RmlCD inh 7.5 and M. tuberculosis GlmU -4.5%.
CCCCn1nnnc1NCc1cc(OC)c(OC)cc1OC was read as Mtb RmlCD inh -8.0 and M. tuberculosis GlmU -3.5%.
Screening COc1cccc(OCc2nc3ccccc3c(=O)n2N)c1 returned M. tuberculosis GlmU -1.8%.
CCn1ncc(/C=N/NS(=O)(=O)c2ccc(Cl)cc2)c1C was read as Mtb RmlCD inh 11.6 and M. tuberculosis GlmU -3.3%.
Cc1cc(C(=O)N2CCCC(CNS(=O)(=O)c3cccs3)C2)nn1C (centres undefined) was read as Mtb RmlCD inh -11.0 and M. tuberculosis GlmU 2.6%.
`COc1ccc(-c2ccc3oc(-c4ccsc4)cc3c2)cc1` gave M. tuberculosis GlmU 8.1%.
`CC1CC(C)(C)NC(=S)N1CCC(=O)NCCc1ccc(Cl)cc1` (centres undefined) gave Mtb RmlCD inh -9.3 and M. tuberculosis GlmU 0.3%.
C#CC(C)(C)NC(=S)NC1CC2C=CC1C2 (centres undefined) was read as Mtb RmlCD inh 6.3 and M. tuberculosis GlmU -2.4%.
`CCOC(=O)N1CCC2(CC1)C(C#N)=C(N)Oc1n[nH]c(CSc3ccc(C)cc3)c12` gave Mtb RmlCD inh 6.9 and M. tuberculosis GlmU 2.3%.
Screening O=C(N/N=C/c1ccco1)c1cc(C2CC2)[nH]n1 returned Mtb RmlCD inh 21.8 and M. tuberculosis GlmU -0.6%.
COc1cc(NC(=O)c2ccco2)ccc1NC(=O)C(C)C was read as Mtb RmlCD inh 9.8 and M. tuberculosis GlmU -1.3%.
Screening COC(=O)C(NC(=O)c1cccnc1Cl)C(C)C (centres undefined) returned M. tuberculosis GlmU -1.7%.
`COc1cc(NC(=O)c2cccs2)ccc1NC(=O)c1cc2ccccc2o1` gave M. tuberculosis GlmU 2.4%.
O=C(c1ccccc1NS(=O)(=O)c1cccs1)N1CCCC1 was read as Mtb RmlCD inh 6.6 and M. tuberculosis GlmU 2.1%.
`COc1ccc(NC(=S)Nc2ccccc2)cc1` gave M. tuberculosis GlmU 2.4%.
Screening Cc1nc(N2CCOCC2)nc(N2CCC(C)CC2)c1[N+](=O)[O-] returned Mtb RmlCD inh 0.5 and M. tuberculosis GlmU 7.4%.
Screening O=C(CCN1C(=O)COc2ccccc21)NCCN1CCc2ccccc2C1 returned M. tuberculosis GlmU 3.8%.

A portion of the library; the hit share may differ from the screen's.
